Compound activity from PubChem BioAssay.
PfM18AAP inh: PfM18AAP inhibitors, malaria aminopeptidase, primary screen, biochemical, QFRET, recombinant enzyme. M18 aspartyl aminopeptidase (Plasmodium falciparum 3D7). H-Glu-NHMec fluorogenic cleavage. inhibition, % at 7.35 µM. actives 1.2% (n = 290,000). AID 1822, 2009;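 active means inhibition above the campaign mean inhibition over all tested compounds plus 3 SD, cut at about 28% in these data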;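 further: 0% = plate median of test compound wells and 100% = 2 mM ZnCl2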
IMP-1 inh: IMP-1 metallo-beta-lactamase inhibitors, primary screen, biochemical, epi-absorbance readout, Pseudomonas aeruginosa enzyme | metallo-beta-lactamase IMP-1 (Pseudomonas aeruginosa) | purified IMP-1, nitrocefin hydrolysis, epi-absorbance fluorescence | inhibition, % at 5.6 µM | actives 0.45% (n = 290,000) | AID 1556, 2009;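 active means inhibition above the mean plus 3 SD of all compounds in the same screening run, cut at about 4.5% in these data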;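 further: 0% = IMP-1 with DMSO and 100% = DMSO wells lacking enzyme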
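System – purified recombinant IMP-1 beta-lactamase · Input – IMP-1 dispensed at 0.2 nM · Timing – 15 min preincubation plus 25 min reaction at 25 °C · Signal – Epi-absorbance fluorescence, 480 nm excitation, 530 nm emission · Measure – percent IMP-1 inhibition derived from blank-referenced optical density · Controls – Enzyme-plus-DMSO low control, enzyme-free DMSO high control · Replication – singlicate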
FID counter: compounds displacing fluorescent DNA intercalator, primary screen, artefact control for HCV NS3 helicase inhibitor project, biochemical, FID fluorescence; DNA fluorescent intercalator displacement; inhibition, % at 7.9 µM; actives 0.17% (n = 290,000); in the data active means inhibition above about 37%;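 further: 0% = vehicle and 100% = reference compound; higher means more ethidium bromide displaced from hairpin DNA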
HCV NS3 hel inh: inhibitors of HCV NS3 helicase, primary screen, biochemical, Cy5 molecular beacon fluorescence | Hepatitis C virus NS3 helicase | inhibition, % at 10.9 µM | NS3 helicase DNA unwinding | actives 0.56% (n = 290,000);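 active means inhibition above the mean of all tested compounds plus 3 SD, set per campaign, cut at about 35% in these data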;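 further: 0% = DMSO wells and 100% = thioflavine S control wells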
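test system = hepatitis C virus NS3 helicase domain fragment enzyme | reagent = annealed dual-labelled DNA beacon duplex, ATP-started | times = 1 h at 25 °C | detection = Cy5 fluorescence, 0 and 60 min reads | read-out basis = percent inhibition from t60/t0 fluorescence ratio | control set = DMSO and thioflavine S | replication = one well per compound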
VIM-2 inhibitor: VIM-2 metallo-beta-lactamase inhibitors, primary screen, biochemical, epi-absorbance readout, Pseudomonas aeruginosa enzyme; actives 0.89% (n = 290,000); purified VIM-2, nitrocefin hydrolysis, epi-absorbance fluorescence; inhibition, % at 5.6 µM;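 active means inhibition above the mean of all tested compounds plus 3 SD, cutoff set per screening run, cut at about 7.5% in these data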;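 further: red hydrolysis product quenches plate fluorescence so inhibitors raise well fluorescence; 0% = enzyme with DMSO and 100% = DMSO without enzyme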
IDE cell inh: human IDE inhibitors in live cells, primary screen, fluorescence polarization, HEK cells, FAbetaB substrate | Insulin-degrading enzyme (Homo sapiens), P14735 | FAbetaB cleavage | actives 0.41% (n = 320,000) | inhibition, % at 5.59 µM;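 active means percent inhibition above the average of all tested compounds plus 3 SD, set per screening campaign, cut at about 16% in these data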;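 further: IDE supplied by intact live HEK cells; FP after avidin binding of uncleaved biotin substrate so inhibition keeps polarization high; 0% = DMSO wells and 100% = 60 µM reference IDE inhibitor Ii1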
SUMO HTRF inh: inhibitors of in vitro SUMOylation cascade, primary screen, biochemical, HTRF, uHTS. SUMO-conjugating enzyme UBC9 (Homo sapiens), P63279. HTRF SUMOylation assay, SAE1/SAE2 + UBC9. inhibition, % at 35 µM. actives 0.36% (n = 290,000). AID 2006, 2009; in the data active means inhibition above about 50%, passing the limit was not always enough; further: strong numbers were not always called active
Target sequence (P63279 whole entry, looked up): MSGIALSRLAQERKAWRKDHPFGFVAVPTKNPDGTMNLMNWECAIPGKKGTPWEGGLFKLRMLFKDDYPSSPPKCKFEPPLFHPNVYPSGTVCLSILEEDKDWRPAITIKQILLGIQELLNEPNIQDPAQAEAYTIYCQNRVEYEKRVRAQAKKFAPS
pCIP destab: p/CIP-EGFP fusion destabilizers, primary screen, fluorescence, F442A cells. Q05BA5. 16 h. decrease of EGFP signal, % at 10 µM. actives 0.01% (n = 290,000). AID 1984, 2009;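 active means EGFP signal decrease of at least 30% at 10 µM or well 3 SD below plate mean, unless failing retest; inactive means the rest, including hits failing retest or dose response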; further: some compounds called inactive have numbers as strong as hits; many of its hits are not listed in these tables
IDE act: human IDE activators in live cells, primary screen, fluorescence polarization, HEK cells, FAbeta-B substrate. Insulin-degrading enzyme (Homo sapiens), P14735. FAbeta-B cleavage; 0% vehicle, 100% cell-free pure enzyme wells. activation, % at 5.96 µM. actives 0.073% (n = 340,000). AID 493087, 2011;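 active means activation above the mean of all tested compounds plus 3 SD, set per screening campaign, cut at about 17% in these data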
Starred values were filed as active, the others as inactive; x = no result given. Not a hit list; about 3.6% have a hit in one of these screens.

item	mol	PfM18AAP inh	IMP-1 inh	FID counter	HCV NS3 hel inh	VIM-2 inhibitor	IDE cell inh	SUMO HTRF inh	pCIP destab	IDE act
1	O=C(CCC(=O)c1ccc(F)cc1)Nc1cccc(S(=O)(=O)Nc2cccc(Cl)c2)c1	-8.0	-3.7	-8.1	-7.2	-2.2	0.7	-18.2	-13.9	4.4
2	COc1cc(C(=O)NCc2nnc(SCC(=O)Nc3nc4ccc(C)cc4s3)o2)cc(OC)c1OC	12.0	-0.8	-45.3	30.2	-1.3	-5.3	-4.0	-1.7	8.0
3	Cc1cccc(-n2ncc3c(NCCc4ccc(S(N)(=O)=O)cc4)ncnc32)c1	-1.0	-3.7	-10.0	-9.2	-0.6	-0.9	11.1	8.1	-0.5
4	COC(=O)c1sccc1NC(=O)Nc1cccc([N+](=O)[O-])c1	-0.9	-1.4	14.9	-6.8	-0.3	-4.2	-1.8	2.8	4.7
5	Cc1ccc([N+](=O)[O-])cc1S(=O)(=O)N(C(=O)c1ccncc1)c1ccc2oc3c(c2c1)CCCC3	-2.5	-1.6	18.6	-13.5	-0.3	-1.4	-14.0	-2.9	3.5
6	CCOc1ccccc1N(CC(=O)Nc1c(C)n(C)n(-c2ccccc2)c1=O)S(=O)(=O)c1ccccc1	11.4	-1.7	-31.7	-5.4	-2.4	8.1	19.3	-13.8	3.7
7	Cc1[nH]c(-c2ccc(F)cc2)cc1C(=O)N1CCN(c2ccccc2)CC1	1.8	-1.6	-39.5	-13.6	-1.6	x	-3.1	-12.7	2.1
8	O=C(CN1CCN(C(=O)c2ccccc2F)CC1)Nc1ccc(Br)cc1	0.1	-1.3	-17.8	3.8	-3.1	-9.2	2.3	3.3	3.6
9	CC(C)c1nnc(NC(=O)c2ccc(N3C(=O)CCC3=O)cc2)s1	1.2	-4.6	-5.0	0.9	-2.2	-2.8	1.4	0.6	-1.6
10	COc1ccc(C2(C(=O)N3CCOCC3)CCOCC2)cc1OC	-4.5	0.2	1.3	0.7	0.1	4.7	10.1	1.8	-1.1
11	CCCN1CCN(c2nc(-c3cccs3)nc3ccccc23)CC1	3.1	-4.8	17.0	-2.7	2.7	1.1	13.9	-10.8	0.8
12	COc1ccc(C(=O)/C=C/c2ccsc2)cc1CSCC(=O)O	-4.9	1.0	-40.7	18.7	0.3	0.4	8.6	1.3	1.3
13	Cc1ccc(-c2nnc(N3CCN(C(=O)c4cccs4)CC3)c3ccccc23)cc1	-1.5	-1.0	-7.7	2.9	-1.9	3.0	6.3	0.0	1.8
14	CCOC(=O)c1cccc(NC(=O)C2CCCN(S(=O)(=O)c3c(C)n[nH]c3C)C2)c1 (stereo unspecified)	6.6	-3.4	-25.7	-1.7	-2.2	2.6	7.3	11.8	-1.8
15	COc1ccccc1CN1C(=O)c2ccccc2C1C(=O)NC1CCC(C)CC1 (stereo unspecified)	-14.0	-3.0	-27.0	13.9	-1.4	0.7	9.6	-3.0	-1.1
16	CC1Cc2ccccc2N1C(=O)CSc1nnc(-c2ccccc2)c(-c2ccccc2)n1 (stereo unspecified)	-5.0	-3.6	-15.5	23.7	-0.1	2.4	-24.1	-14.6	7.4
17	O=C(CSc1ncn[nH]1)Nc1nsc(-c2ccccc2)n1	34.3*	-0.4	0.8	-7.4	-0.6	-0.6	4.9	-4.9	-0.8
18	CCOC(=O)C1=C(C)N=c2s/c(=C\c3cccc(OCC(=O)O)c3)c(=O)n2C1c1ccccc1OC (stereo unspecified)	6.9	0.0	-17.7	-8.9	-0.9	-0.5	14.0	-6.1	-4.0
19	CC(=O)Nc1cccc(NC(=O)c2ccc3c(c2)CCN3S(=O)(=O)c2ccccc2)c1	-0.4	-0.9	-17.5	-15.1	-1.7	5.5	-3.1	-5.1	3.5
20	Cc1ccc(NC(=O)CSc2nnc(C)n2-c2ccccc2)cc1	2.1	-1.6	-13.8	-2.9	-1.4	7.1	-1.8	-5.9	-5.6

New compounds follow.
item	mol	PfM18AAP inh	IMP-1 inh	FID counter	HCV NS3 hel inh	VIM-2 inhibitor	IDE cell inh	SUMO HTRF inh	pCIP destab	IDE act
21	COc1cccc(C2CC(c3ccccc3Cl)n3nnnc3N2)c1 (stereo unspecified)	-8.3	-2.2	-21.4	-4.5	-1.8	3.6	-4.2	6.2	6.6
22	Cc1ccc(C(=O)COc2nc(C)cc(C)c2C#N)cc1	-6.3	-2.9	-5.8	-3.8	-1.0	-0.4	14.0	-8.5	-1.6
23	Cn1c(NC(=O)c2cccnc2)nc2ccccc21	8.7	-3.8	-7.6	2.8	-2.6	4.4	8.7	30.4	-1.2
24	COc1ccc(C(C#N)Nc2ccccc2C)cc1 (stereo unspecified)	-0.2	0.0	0.9	-3.6	-1.0	-1.9	9.7	-9.2	5.3
25	COC(=O)c1ccc(CN2CCN(CC(C)C)C(CCO)C2)cc1 (stereo unspecified)	-1.1	0.7	4.2	38.3*	2.7	-6.8	9.0	12.2	7.7
26	CCOC(=O)N1CCN(C(=O)CNC(=O)Cc2ccc(Cl)cc2)CC1	1.2	-0.5	-6.5	-2.7	-1.1	1.7	7.2	0.8	2.1
27	CCc1ccc(/C=N/NC(=O)c2cc(-c3ccccc3OC)nc3ccccc23)s1	7.6	-4.9	-12.8	-5.1	-4.8	-3.2	27.7	-0.9	0.0
28	COc1ccc(CN2CCSCC2)c(OC)c1C	5.4	-1.9	2.1	22.3	-1.8	x	16.9	-17.2	0.4
29	Cc1cc(/C(N)=N/OC(=O)Nc2cccc(C(F)(F)F)c2)no1	-11.3	-2.9	1.6	4.2	-1.8	-3.4	-26.7	-7.3	x
30	CCOC(=O)c1ccc(NC(=O)Nc2ncc(Cl)cc2Cl)cc1	-4.5	-1.2	-2.3	-3.7	-0.7	2.8	0.9	4.4	x
31	Cn1cnnc1-c1cccc(NS(=O)(=O)c2ccc(N3CCCC3=O)cc2)c1	1.3	-1.7	-5.2	-1.4	1.4	3.2	-29.6	1.4	6.8
32	N#CCCSc1ccccc1NC(=O)c1ccc(S(=O)(=O)N2CCCC2)cc1	1.3	0.1	-12.5	3.1	-0.5	x	24.9	-12.0	x
33	O=C(OCc1nc2ccccc2s1)c1ccco1	-0.9	-0.7	-7.0	-6.7	-0.3	6.9	-29.2	13.2	2.4
34	O=C(CN(Cc1ccccc1)S(=O)(=O)c1ccc2c(c1)OCCO2)N/N=C/c1cccc(Br)c1	2.3	-4.7	-12.0	-49.2	-2.6	1.8	-1.0	-5.8	7.2
35	CCOC(=O)CCn1c(=S)n(CCC(=O)OCC)c2ccccc21	2.5	-2.7	-23.1	8.0	-2.7	-1.4	26.7	4.1	-5.7
36	CCNC(=S)NS(=O)(=O)c1ccc(CC)cc1	-6.7	-1.3	1.7	-6.6	2.0	5.5	-8.3	-1.8	-1.7
37	OCC1(CCOc2ccccc2)CCN(Cc2ccccc2C(F)(F)F)CC1	-4.5	-3.4	5.3	-25.1	-2.0	0.6	7.9	-11.6	-0.4
38	COc1ccc(Nc2nc(N)nc(CSC(=S)N3CCOCC3)n2)cc1	-6.5	-1.6	-15.0	-8.4	-1.7	0.2	-20.2	-9.2	0.5
39	O=C(CSc1nc(-c2ccccc2)c(-c2ccccc2)[nH]1)NCCN1C(=O)CSC1=O	0.1	-1.3	-23.7	-14.3	-1.9	2.8	2.0	-11.2	-2.4
40	Cc1cccc(Nc2nc(N)c([N+](=O)[O-])c(N3CC(C)OC(C)C3)n2)c1 (stereo unspecified)	1.4	-2.6	-22.6	-59.8	-0.6	-0.1	-1.1	-3.5	6.0

Next part
item	mol	PfM18AAP inh	IMP-1 inh	FID counter	HCV NS3 hel inh	VIM-2 inhibitor	IDE cell inh	SUMO HTRF inh	pCIP destab	IDE act
41	CCC(=O)N(NC1=NS(=O)(=O)c2ccccc21)S(=O)(=O)c1ccc(C)cc1	4.6	-3.2	-27.3	4.1	-2.9	2.8	-1.8	0.4	1.9
42	CCc1nc2ccccc2n1CCC(C)C	-8.0	0.5	-1.3	-8.2	-1.9	-0.8	-2.9	-0.8	5.0
43	Cc1ccccc1N(Cc1cc(=O)[nH]c2ccccc12)C(=O)CCl	0.0	-0.2	-9.4	-5.8	-0.6	6.0	5.2	11.0	-8.5
44	Cc1ccccc1Cn1c(CN2CCN(C(=O)c3ccco3)CC2)nc2c1c(=O)n(C)c(=O)n2C	x	x	x	x	x	3.0	-6.8	0.3	3.7
45	C=CCc1cc(C)ccc1OCC(O)CN1CCN(c2ccccc2)CC1 (stereo unspecified)	-2.0	-2.3	14.5	-50.7	-2.9	-3.7	-20.1	1.9	1.6
46	CCC(Cc1ccccc1)NS(=O)(=O)c1c(C)nc2scc(C)n2c1=O (stereo unspecified)	4.8	1.6	-4.0	5.1	0.2	-0.8	x	-13.3	-0.6

An excerpt of these results, screen by screen.
36) CCNC(=S)NS(=O)(=O)c1ccc(CC)cc1
37) OCC1(CCOc2ccccc2)CCN(Cc2ccccc2C(F)(F)F)CC1
38) COc1ccc(Nc2nc(N)nc(CSC(=S)N3CCOCC3)n2)cc1
39) O=C(CSc1nc(-c2ccccc2)c(-c2ccccc2)[nH]1)NCCN1C(=O)CSC1=O
40) Cc1cccc(Nc2nc(N)c([N+](=O)[O-])c(N3CC(C)OC(C)C3)n2)c1 (stereo unspecified)
41) CCC(=O)N(NC1=NS(=O)(=O)c2ccccc21)S(=O)(=O)c1ccc(C)cc1
42) CCc1nc2ccccc2n1CCC(C)C
43) Cc1ccccc1N(Cc1cc(=O)[nH]c2ccccc12)C(=O)CCl

Assay by compound	36	37	38	39	40	41	42	43
PfM18AAP inh	-6.7	-4.5	-6.5	0.1	1.4	4.6	-8.0	0.0
IMP-1 inh	-1.3	-3.4	-1.6	-1.3	-2.6	-3.2	0.5	-0.2
FID counter	1.7	5.3	-15.0	-23.7	-22.6	-27.3	-1.3	-9.4
HCV NS3 hel inh	-6.6	-25.1	-8.4	-14.3	-59.8	4.1	-8.2	-5.8
VIM-2 inhibitor	2.0	-2.0	-1.7	-1.9	-0.6	-2.9	-1.9	-0.6
IDE cell inh	5.5	0.6	0.2	2.8	-0.1	2.8	-0.8	6.0
SUMO HTRF inh	-8.3	7.9	-20.2	2.0	-1.1	-1.8	-2.9	5.2
pCIP destab	-1.8	-11.6	-9.2	-11.2	-3.5	0.4	-0.8	11.0
IDE act	-1.7	-0.4	0.5	-2.4	6.0	1.9	5.0	-8.5
